TrxR1 substrate – is turned over as a substrate by rat TrxR1 | Potency, µM (doses to about 114 µM), inactives show at the highest dose activity change, negative = substrate turnover | purified TrxR1 substrate turnover, NADPH consumption readout | AID 588456 | O89049 | hit rate 0.01% among 390,000; note: potency is the fitted concentration of half-maximal effect; % is set by controls: 0 for no effect and ±100 for the full control effect; nearly all actives have a fitted effect of over 50% in size
Target sequence (O89049 whole entry, looked up): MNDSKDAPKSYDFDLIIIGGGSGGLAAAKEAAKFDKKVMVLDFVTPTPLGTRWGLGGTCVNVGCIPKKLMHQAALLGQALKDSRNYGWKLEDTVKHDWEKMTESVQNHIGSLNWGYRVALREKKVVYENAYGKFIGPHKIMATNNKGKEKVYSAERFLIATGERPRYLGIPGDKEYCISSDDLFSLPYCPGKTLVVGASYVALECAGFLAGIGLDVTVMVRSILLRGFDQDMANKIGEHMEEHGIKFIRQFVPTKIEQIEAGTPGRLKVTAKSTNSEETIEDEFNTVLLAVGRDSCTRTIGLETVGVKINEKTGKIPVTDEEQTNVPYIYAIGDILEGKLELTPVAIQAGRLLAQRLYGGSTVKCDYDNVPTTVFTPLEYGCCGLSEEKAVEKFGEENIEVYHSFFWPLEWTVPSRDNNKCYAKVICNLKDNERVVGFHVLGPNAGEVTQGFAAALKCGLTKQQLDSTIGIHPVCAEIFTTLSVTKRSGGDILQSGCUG
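Rat TrxR1, dispensed at 90 nM, was prereduced with 400 uM NADPH (final) for 5 min at ~22 deg C, then incubated with compound 15 min before 400 uM selenite. A first-read NADPH fluorescence drop versus no-compound background flagged substrates.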
IDH1 R132H inh – blocks human mutant IDH1 R132H enzyme | IDH1-R132H enzyme, NADPH consumption, diaphorase/resazurin fluorescence | Potency, µM (highest dose often 76.6 µM), inactives show top-dose activity change, negative = inhibition, hits mostly inhibitors | hit rate 0.093% among 390,000 | AID 602179; note: potency is the fitted concentration of half-maximal effect; % is set by controls: 0 for no effect and ±100 for the full control effect; nearly all actives have a fitted effect of over 65% in size
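IDH1-R132H (0.5 ug/mL dispensed) in pH 7.5 Tris buffer was preincubated 30 min with compound, then given a substrate mix of 0.016 mM NADPH and 2 mM alpha-KG for 80 min at room temperature; remaining NADPH was read by diaphorase/resazurin fluorescence.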
Pin1 inh – inhibitors of human Pin1 | hit rate 0.009% among 390,000 | Pin1 FP peptide displacement, HiFluor488, 10 min | Potency, µM (series often up to 115 µM), without a hit: at the top dose activity, negative = inhibition, actives largely listed as inhibitors; active = well fitted inhibition curve with a large enough effect in the polarisation, with a control signal flat, not every such curve was filed as active; inconclusive = small, poorly fitted or top-dose-only effect, or effect the other way, or a change in a side signal; inactive = no such curve, though single readings can be large or run the other way; the % refers to the polarisation; note: potency is the fitted concentration of half-maximal effect; % is set by controls: 0 for no effect and ±100 for the full control effect
Target sequence (Q13526 whole entry, looked up): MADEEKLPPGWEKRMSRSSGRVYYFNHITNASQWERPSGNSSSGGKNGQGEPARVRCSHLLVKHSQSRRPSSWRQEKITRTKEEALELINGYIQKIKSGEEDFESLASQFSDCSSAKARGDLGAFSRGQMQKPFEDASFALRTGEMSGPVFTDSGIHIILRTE
TrxR1 inh – inhibitors of rat thioredoxin reductase 1. hit rate 1% among 390,000. Potency, µM (series often up to 114 µM), inactives show top-dose activity change, negative = inhibition, most hits filed as inhibitors. recombinant rTrxR1, NADPH fluorescence consumption, selenite substrate. AID 588453. O89049; note: potency is the fitted concentration of half-maximal effect; % is set by controls: 0 for no effect and ±100 for the full control effect; nearly all actives have a fitted effect of over 65% in size
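Rat TrxR1 (90 nM in the dispensed reagent) was pre-reduced with 400 uM NADPH for 5 min at room temperature, then incubated with compound for 15 min. After 400 uM selenite was added, NADPH fluorescence (Ex 340/Em 450 nm) was followed for 8 min.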
PGK inhibitor – blocks T. brucei phosphoglycerate kinase; P07378; PGK/GAPDH coupled, Kinase-Glo luminescence, 60 min; Potency, µM (highest dose often 57.5 µM), without a hit: at the top dose activity change, negative = inhibition, hits mostly inhibitors; hit rate 0.043% among 380,000; note: potency is the fitted concentration of half-maximal effect; % is set by controls: 0 for no effect and ±100 for the full control effect; nearly all actives have a fitted effect of over 60% in size
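Recombinant glycosomal PGK reaction used 1,3-bisphosphoglycerate generated in-well by GAPDH (100nM final) in 100mM TEA pH 7.6, 5mM MgCl2, 0.01% Tween-20. After 60 minutes at room temperature, ATP was read by Kinase-Glo Plus luminescence end-point.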
USP1 inh – inhibitors of human USP1/UAF1 deubiquitinase; hit rate 0.23% among 390,000; Potency, µM (highest dose often 57.1 µM), inactives show at the top dose activity change, negative = inhibition, usual class: inhibitors; recombinant USP1/UAF1, Ub-Rhodamine cleavage fluorescence; O94782; note: potency is the fitted concentration of half-maximal effect; % is set by controls: 0 for no effect and ±100 for the full control effect; nearly all actives have a fitted effect of over 60% in size; inactives centre near -12
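USP1/UAF1 complex at 1 nM was preincubated with compound for 15 min at room temperature, then Ub-Rho substrate (150nM final) was added. Fluorescence (480/540 nm) was read kinetically, 6 reads every 60 seconds.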
GLS inhibitor – glutaminase GLS (human) inhibition. GLS enzymatic activity, qHTS titration. Potency, µM (series often up to 45.5 µM), for the others: at the top dose activity change, negative = inhibition, actives largely listed as inhibitors. hit rate 0.21% among 410,000. O94925; note: potency is the fitted concentration of half-maximal effect; % is set by controls: 0 for no effect and ±100 for the full control effect
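Read-out is an Amplex red fluorescence increase coupled through glutamate oxidase and HRP, measured before and after 30 min room-temperature incubation. hKGA is in 45 mM KH2PO4 (pH 8.2) with 0.02% Tween-20; glutamine added as 1mM solution.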
HP1b chromo inh – blocks HP1-beta chromodomain binding to methylated histone tails. P83916. AlphaScreen HP1-beta / biotin-H3K9me3 peptide binding. Potency, µM (top dose mostly 114 µM), inactives show top-dose activity change, negative = inhibition, actives largely listed as inhibitors. hit rate 0.56% among 390,000. AID 540317; note: potency is the fitted concentration of half-maximal effect; nearly all actives have a fitted effect of over 70% in size; inactives centre near 23
Target sequence (P83916 whole entry, looked up): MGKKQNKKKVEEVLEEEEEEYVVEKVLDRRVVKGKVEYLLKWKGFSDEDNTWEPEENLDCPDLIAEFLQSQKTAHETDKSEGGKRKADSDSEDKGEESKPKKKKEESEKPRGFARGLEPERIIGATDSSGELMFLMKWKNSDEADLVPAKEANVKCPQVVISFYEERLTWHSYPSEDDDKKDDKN
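Compound inhibition of the preformed complex between 50 nM HP1-beta and 50 nM biotinylated H3K9me3 peptide was read by AlphaScreen. Buffer was PBS pH 7.4 with 0.01% Tween-20. Incubations ran 30 min at room temperature, with 10 ug/mL donor/acceptor beads.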
PI4K2A block – PI4K2A (human) kinase inhibition. Q9BTU6. activity change, negative = inhibition, % at 76.9 µM. AID 1346378. purified PI4K2A, ADP-Glo luminescence, 1 h; hits give low values. hit rate 0.13% among 420,000; in the data active = activity change below about -50%; inconclusive = mostly about -30% to -49%;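 note: -100% = wells without enzyme as full effect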
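PI4K2A activity was measured by ADP-Glo luminescence: enzyme (4 ug/mL stock) and phosphatidylinositol (1.2 mM stock) in Tris pH 7.5/MgCl2/EGTA/Triton X-100 buffer were reacted with ATP (300 microM stock) for one hour at ambient temperature.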
* = called active by the depositor; i = inactive; ? = inconclusive; . = no result given; & = joins results of further samples; [ ] = dose if it differs, or a comment. Unless noted, calls come from the whole dose curve; as a rule, active = well fitted curve in the direction sought with a large enough effect; inconclusive = small, poorly fitted or top-dose-only effect, or another doubt; inactive = no such curve, though single readings can be large; an effect the other way counts as inactive or inconclusive. Some of the compounds tested. The share of hits here may be higher or lower than overall.

Start of the listing, in advance:
1) O=C1CCCC2=C1C(c1cccs1)CC(=O)N2c1ccc(F)cc1 (centres undefined)
2) COc1cc(O)c(C(CC(=O)N2CCCC2)c2ccc3c(c2)OCO3)c(OC)c1 (centres undefined)
3) Cn1cccc1/C=N/NC(=O)c1ccncc1
4) Cc1ccccc1NC(=O)CSc1nc(-c2ccc(F)cc2)nc2c1Cc1ccccc1O2
Compound,1,2,3,4
TrxR1 substrate,-1%,5%&-10%,-17%,1%
IDH1 R132H inh,-6%,-4%,3%,-13%
Pin1 inh,-8%,9%&-2%,1%,-1%
TrxR1 inh,21%,-4%&-3%,-21%,12%
PGK inhibitor,-7%,1%,8%,-9%
USP1 inh,-11%,-14%,-16%,0%
GLS inhibitor,4%,8%,-3%,1%
HP1b chromo inh,18%,-4%&10%,4%,36%
PI4K2A block,1,1,-1,-1

This part in full, from the first entry:
1) O=C1CCCC2=C1C(c1cccs1)CC(=O)N2c1ccc(F)cc1 (centres undefined)
2) COc1cc(O)c(C(CC(=O)N2CCCC2)c2ccc3c(c2)OCO3)c(OC)c1 (centres undefined)
3) Cn1cccc1/C=N/NC(=O)c1ccncc1
4) Cc1ccccc1NC(=O)CSc1nc(-c2ccc(F)cc2)nc2c1Cc1ccccc1O2
5) CC1=C(C(=O)NC(C)C)C2(CCC(C)CC2)OC1=O (centres undefined)
6) CCNC(=O)COC(=O)Cc1ccc(Cl)cc1Cl
7) Cc1ccc(C)c(NC(=O)C2CCN(S(=O)(=O)c3c(C)noc3/C=C/c3cccs3)CC2)c1
8) CCCN1C(=O)C2(C(C(=O)c3ccc(C)o3)=C(O)C(=O)N2CCCN2CCOCC2)c2ccccc21 (centres undefined)
Compound,1,2,3,4,5,6,7,8
TrxR1 substrate,-1%,5%&-10%,-17%,1%,1%[57.1 µM],15%[57.1 µM],-7%,-3%
IDH1 R132H inh,-6%,-4%,3%,-13%,17%,4%,-18%,0%
Pin1 inh,-8%,9%&-2%,1%,-1%,-10%,2%,4%,0%
TrxR1 inh,21%,-4%&-3%,-21%,12%,3%[57.1 µM],24%[57.1 µM],3%,?
PGK inhibitor,-7%,1%,8%,-9%,i,1%,0%,-1%
USP1 inh,-11%,-14%,-16%,0%,-11%,-15%,1%,4%
GLS inhibitor,4%,8%,-3%,1%,-5%,99%[activator],-13%,10%
HP1b chromo inh,18%,-4%&10%,4%,36%,38%,33%,23%,31%
PI4K2A block,1,1,-1,-1,2,-5,-11,2

9) O=C(COC(=O)c1ccc(S(=O)(=O)NCc2ccco2)cc1)NCCC1=CCCCC1
10) C[C@@H]1ON(C)[C@H]2C[C@H]3c4[nH]c5ccccc5c4CCN3C[C@@H]12
11) COc1ccc(NC(=O)c2ccc(CNS(=O)(=O)c3cccc(OC)c3)cc2)cc1
12) O=CNCc1nc2ccccc2n1CCc1ccccc1
13) Cn1c(CNC(=O)c2ccc(Cl)cc2)nnc1SCC(=O)NC1CCCC1
14) Cc1ccc(C(=O)Nc2cccc(-c3nc4cccnc4s3)c2C)cc1
15) O=C(c1cccs1)N1CCN(c2ccc(Cl)cc2)CC1
16) Cc1ccc(S(=O)(=O)N(CC(=O)Nc2ccc(C(N)=O)cc2)C(=O)N2CCN(C)CC2)cc1
Compound,9,10,11,12,13,14,15,16
TrxR1 substrate,6%,.,5%[57.1 µM],9%[57.1 µM],9%,-2%,-4%,-4%
IDH1 R132H inh,6%,-5%,1%,14%,0%,9%,1%,5%
Pin1 inh,19%,.,4%,47%[activator],0%,-2%,-6%,-28%
TrxR1 inh,-25%,.,-3%[57.1 µM],12%[57.1 µM],27%,9%,-2%,4%
PGK inhibitor,-18%,3%,-2%,-12%,0%,-2%,-9%,-1%
USP1 inh,-19%,-8%,-26%,-17%,-22%,-13%,-24%,-17%
GLS inhibitor,-17%,7%,-4%,2%,-27%,-1%,-8%,-15%
HP1b chromo inh,8%,.,14%,22%,-10%,-14%,40%[activator],17%
PI4K2A block,-7,-4,-4,0,-20,-1,-1,-2

17) O=C(CC(=O)c1ccccc1)Nc1ccccn1
18) CCCCCn1c(SCc2cccc(C)c2)nc2c1c(=O)[nH]c(=O)n2C
19) Cc1n[nH]c(=O)nc1N/N=C/c1ccc(O)c([N+](=O)[O-])c1
20) O=C(Sc1n[nH]c(=O)[nH]c1=O)c1ccccc1
21) Cc1ccc(C(=O)NCc2ccccn2)o1
22) C[C@@H]1CN([C@@H](C)CO)S(=O)(=O)c2ccc(Br)cc2O[C@H]1CN(C)C(=O)c1ccncc1
23) CCOc1cc(/C=C2/C(=N)N3N=C(CC)SC3=NC2=O)ccc1OC(=O)c1ccco1
24) O=C(NCc1ccccc1Cl)c1cnc2sc(N3CCCCC3)nn2c1=O
Compound,17,18,19,20,21,22,23,24
TrxR1 substrate,-7%,-4%,?,-15%,2%,.,-16%,34%[activator][57.1 µM]
IDH1 R132H inh,-10%,2%,6%,3%,-1%,2%,-3%,-11%
Pin1 inh,6%,7%,?,-4%,-15%,.,18%,-1%
TrxR1 inh,-9%,12%,?,?,-11%,.,-28%,14%[57.1 µM]
PGK inhibitor,-6%,i,-13%,-4%,-9%,1%,-3%,-8%
USP1 inh,-25%,?,-1%,-16%,-14%,0%,-4%,-31%
GLS inhibitor,5%,-10%,20%,-2%,-3%,3%,-19%,3%
HP1b chromo inh,30%,52%[activator],27%,?,40%[activator],.,-3%,-15%
PI4K2A block,-7,1,-11,-10,5,-3,2,0

25) O=C(CN1CCCCCC1)N1c2ccccc2C=Cc2ccccc21
26) CCOC(=O)[C@@H]1[C@H]2COc3ccc(Br)cc3[C@@H]2N2C(=O)N(c3ccc(OC)cc3)C(=O)[C@@]12C
27) CCn1c(SCC(=O)Nc2ccc(N(C)C)cc2)nnc1C1CC1
28) O=C(CSc1n[nH]c(-c2ccccc2)n1)c1ccccc1
29) OCCNc1nc(N2CCN(c3ccccc3)CC2)nc2ccccc12
30) CC(C)C(C(=O)NCc1ccco1)N(CC1CCCO1)C(=O)CNS(=O)(=O)c1ccccc1 (centres undefined)
31) O=C(CN(c1cc(C(F)(F)F)ccc1Cl)S(=O)(=O)c1ccccc1)NCc1cccnc1
32) Cc1ccc(C)c(OCCC(=O)OCC(=O)Nc2ccc(N3CCOCC3)cc2)c1
Compound,25,26,27,28,29,30,31,32
TrxR1 substrate,-9%,7%,3%[57.1 µM],-10%,3%,8%[57.1 µM],-2%,14%[57.1 µM]
IDH1 R132H inh,14%,2%,-1%,11%,0%,1%,5%,6%
Pin1 inh,-3%,32%[activator],-2%,3%,3%,0%,-8%,-1%
TrxR1 inh,-14%,31%,9%[57.1 µM],?,9%,24%[57.1 µM],-14%,10%
PGK inhibitor,-3%,-10%,-2%,i,i,-9%,1%,i
USP1 inh,-20%,-31%,-20%,-27%,-16%,-20%,-20%,-8%
GLS inhibitor,16%,-6%,-14%,2%,23%,-5%,1%,10%
HP1b chromo inh,21%,35%,13%,38%,20%,12%,29%,29%
PI4K2A block,-3,-6,1,0,-6,-1,3,0

33) CCCOc1ccc(-c2c(C(=O)N/N=C(\C)c3ccncc3)nnn2-c2nonc2N)cc1
34) Cc1nnc2sc(SCC(=O)Nc3cccc(Cl)c3)nn2c1=O
35) Cc1nnc(SCC(=O)N2CCN(c3ccccc3)CC2)n(N)c1=O
36) Cc1ccccc1NC(=O)CCN1C(=O)CSC1=O
37) O=c1ccn(Cc2ccccc2)cc1
38) COc1ccc(C2C3=C(CC(C)(C)CC3=O)N(CCN3CCOCC3)C3=C2C(=O)CC(C)(C)C3)cc1
39) COc1ccc(CCNC(=O)C(=O)NCC2CCCN2S(=O)(=O)c2cccs2)cc1 (centres undefined)
40) COc1cc(NC(=O)CSc2nc(C)c(C(=O)Nc3ccccc3)c(-c3ccc(OC)c(OC)c3)c2C#N)c(OC)cc1Cl
41) COc1cc(C)c(S(=O)(=O)Nc2ccccc2F)cc1C
42) CCOc1cc(/C=C/C(=O)OCC(=O)NCC2CCCO2)cc(Cl)c1OC (centres undefined)
43) CC(=O)c1ccc(C(=O)NC2CCCN(Cc3ccc(Cl)cc3)C2)s1 (centres undefined)
Compound,33,34,35,36,37,38,39,40,41,42,43
TrxR1 substrate,0%,0%,-2%,-2%,7%,31%[activator],-9%,13%,4%[57.1 µM],20%,-6%
IDH1 R132H inh,-6%,-6%,5%,3%,1%,1%,3%,?,10%,8%,2%
Pin1 inh,-7%,-3%,-4%,-3%,-2%,-8%,11%,25%,-10%,1%,8%
TrxR1 inh,15%,8%,-5%,0%,25%,-2%,3%,22%,6%[57.1 µM],44%[activator],-13%
PGK inhibitor,-5%,6%,-4%,-6%,-4%,-3%,2%,-4%,-2%,-15%,-10%
USP1 inh,-17%,-26%,-13%,-8%,-25%,-4%,-7%,?,-7%,-5%,-17%
GLS inhibitor,1%,-3%,8%,-9%,1%,-8%,14%,-7%,-15%,?,-7%
HP1b chromo inh,50%[activator],57%[activator],31%,27%,32%,22%,11%,19%,46%[activator],4%,27%
PI4K2A block,13,1,1,1,7,4,3,6,-7,-11,3
